Plk1 PBD FP: Plk1 polo box domain binding inhibitors, primary screen, biochemical, fluorescence polarization; Serine/threonine-protein kinase PLK1 (Homo sapiens), P53350; Plk1 PBD phosphopeptide binding; inhibition, %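 (tested at about 20 µM)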; 0.13% of 97,000 active; AID 693, 2007; in the data active means inhibition above about 34%, passing the limit was not always enough
Target sequence (P53350 whole entry, looked up, the tested form may be a part): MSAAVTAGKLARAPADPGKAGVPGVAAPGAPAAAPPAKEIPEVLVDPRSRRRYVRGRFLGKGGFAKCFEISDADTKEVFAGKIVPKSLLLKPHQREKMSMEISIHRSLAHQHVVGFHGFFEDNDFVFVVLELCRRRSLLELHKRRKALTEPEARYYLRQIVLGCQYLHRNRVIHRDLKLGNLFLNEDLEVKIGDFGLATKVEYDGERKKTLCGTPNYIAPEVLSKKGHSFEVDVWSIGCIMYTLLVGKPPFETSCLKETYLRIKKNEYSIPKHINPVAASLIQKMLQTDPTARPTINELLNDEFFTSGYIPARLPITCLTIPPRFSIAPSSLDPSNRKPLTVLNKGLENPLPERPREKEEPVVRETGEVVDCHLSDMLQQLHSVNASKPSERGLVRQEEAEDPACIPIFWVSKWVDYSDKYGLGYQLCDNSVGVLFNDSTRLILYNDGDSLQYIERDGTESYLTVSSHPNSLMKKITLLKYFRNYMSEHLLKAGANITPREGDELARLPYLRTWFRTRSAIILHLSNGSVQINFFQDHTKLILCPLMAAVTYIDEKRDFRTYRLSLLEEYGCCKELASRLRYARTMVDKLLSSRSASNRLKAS
PLK1 kinase inh: human PLK1 kinase inhibitors, primary screen, biochemical, TR-FRET; inhibition, % at 10 µM; Serine/threonine-protein kinase PLK1 (Homo sapiens), P53350; AID 619, 2007; recombinant PLK1 kinase, TR-FRET peptide phosphorylation; 0.53% of 97,000 active;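 active means inhibition of 50% or more in the single-concentration screen; inactive means inhibition below 50%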;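 further: 0% = DMSO max control and 100% = H-89 dihydrochloride min control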
HUVEC tox TNFa: cytotoxicity in TNFa-stimulated HUVEC, primary screen, cytotoxicity control for VCAM1 expression modulator project, imaging, Hoechst nuclei count; HUVEC TNFalpha-stimulated, Hoechst cell count; 0.17% of 93,000 active; cell count reduction, % at 2 µM; AID 848, 2007;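 active means cell count reduction exceeding the screen mean by over 5 SD, scaled to untreated wells per plate, cut at about 78% in these data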;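 further: cells counted after 24 h of TNF alpha exposure following the 1 h pretreatment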
sEH inhibitor: soluble epoxide hydrolase inhibitors, primary screen, biochemical, human sEH | Bifunctional epoxide hydrolase 2 (Homo sapiens), P34913 | recombinant human sEH enzymatic activity assay | 0.34% of 91,000 active | inhibition, % at 2 µM | AID 707, 2007; in the data active means inhibition above about 80%; further: values of inactives mirror those of a sister screen read the other way; many of its hits are not listed in these tables
E coli WT exp: growth inhibitors of wild-type E. coli, primary screen, strain BW25113, expanded library, OD600. AID 710, 2007. growth inhibition, % at 100 µM. 0.15% of 98,000 active. OD600 absorbance;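 active means growth inhibition above about 50% at one test dose, limit read from the data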;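 further: growth measured after 20 h incubation at 37 °C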
HUVEC tox IL1B: cytotoxicity in IL-1B stimulated HUVEC, primary screen, cytotoxicity control for IL-1B NFkB translocation project, imaging, Hoechst nuclear count, IL-1B stimulus | HUVEC cell count loss | 0.41% of 94,000 active | AID 845, 2007 | cell count reduction, % at 2 µM;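 active means cell count reduction more than 3 SD above the screen-wide mean, cut at about 70% in these data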;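 further: normalized per plate to untreated control cells as the no-loss baseline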
VCAM1 TNFa inh: inhibitors of TNFa-induced VCAM1 expression, primary screen, imaging, HUVEC, TNFa stimulus, immunofluorescence. inhibition, % at 2 µM. 0.48% of 95,000 active. HUVEC TNFa-induced VCAM-1 immunofluorescence, high-content imaging. AID 802, 2007;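 active means inhibition above the batch mean plus 3 SD, with images confirmed as a hit by eye, cut at about 37% in these data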;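 further: 0% = TNF-stimulated DMSO wells and 100% = unstimulated control wells; not every result past the cut was called active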
cytoskel mod: modifiers of F-actin cytoskeleton organization, primary screen, imaging, HUVEC, phalloidin staining, high-content imaging; HUVEC TNFa F-actin phalloidin imaging; inhibition, % at 2 µM; 0.18% of 91,000 active;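 active means inhibition above the batch mean plus 3 SD and confirmed as a hit by visual image inspection, cut at about 30% in these data, passing the limit was not always enough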; further: strong numbers were not always called active
hDAT+cocaine: changed hDAT dopamine uptake under cocaine IC80, either direction, primary screen, cocaine antagonist project, cell-based, LLC-PK1 hDAT, [14C]-dopamine uptake, MLSMR | LLC-PK1 hDAT cells, [14C]-dopamine uptake with cocaine IC80; actives deviate in either direction | 1.3% of 110,000 active | B-score at 10 µM | Sodium-dependent dopamine transporter (Homo sapiens), Q01959 | AID 449768, 2010;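 active means Z score or B-score, a plate-position-corrected score, falls beyond the plate's 99.7% confidence bounds, in either direction; inactive means both scores lie inside the 99.7% bounds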;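 further: scored against the spread of the other compound wells on the same plate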
An asterisk follows results filed as active; nt = not tested or not shown. The order is random (roughly 3.4% active in at least one column).

Structure	Plk1 PBD FP	PLK1 kinase inh	HUVEC tox TNFa	sEH inhibitor	E coli WT exp	HUVEC tox IL1B	VCAM1 TNFa inh	cytoskel mod	hDAT+cocaine
O=C(Cc1cccc2ccccc12)N/N=C/c1ccc(Sc2cccc3cccnc23)o1	-2	-11	nt	52	-10	-7	-24	16	nt
Cc1cc(Nc2ccccc2)n(-c2cccc(Cl)c2)n1	-3	1	-2	5	0	15	3	-13	0.059
CCc1nnc(NC(=O)C=C(C)C)s1	9	-8	nt	13	nt	-35	-19	-5	0.37
O=C(N/N=C\c1cn(-c2ccccc2)nc1-c1ccccc1)c1ccc2c(c1)OCO2	-31	-9	-13	5	-7	-7	16	13	-0.73
N#CC1=C(S)N(c2ccc(F)cc2)C(c2cccs2)NC1=O (stereo unspecified)	6	-14	1	-22	-3	-13	-13	11	0.074
COc1ccc(/C=C/C(=O)c2ccc[nH]2)c(OC)c1OC	-3	-10	-25	1	nt	-12	8	-11	0.27
Cc1ccc(Oc2nc(-c3ccccc3)ncc2S(=O)(=O)c2ccc(C)cc2)cc1	-7	-9	15	-5	-6	-28	-2	-47	-0.0038
CCOC(=O)Cn1c(-c2nonc2NC(=O)c2ccccc2F)nc2ccccc21	-5	-21	-19	-3	1	-1	-3	-1	0.019
Cc1cc(NCCCn2ccnc2)n2nc(-c3ccc(F)cc3)cc2n1	0	-7	0	nt	6	nt	0	4	1.1
CCCN1C2=NS(=O)(=O)CCN2c2ccccc21	-15	4	-27	0	-6	-36	-7	-19	-0.27
Cc1ccc(N2CCN(C(=O)c3ccccc3NC(=O)/C=C\C(=O)O)CC2)cc1	-27	-14	11	1	7	-29	3	-13	-0.34
Cc1csc(SCC(=O)NCc2cccs2)n1	-3	-3	-10	nt	12	-11	10	14	-0.51
COc1ccc(C(C(=O)NC2CCCC2)N(C(=O)c2ccoc2C)c2ccc(C)cc2)cc1 (stereo unspecified)	-14	-11	-5	10	-1	-30	-4	39	0.51
O=C(NCCCN1CCCC1=O)c1cccc(N2CCCC2=O)c1	5	-7	-24	-4	7	-6	2	-6	-0.069
CCOc1cc(CNCCO)cc(Br)c1OCc1ccccc1Cl	-7	1	-9	-5	48	nt	4	-16	1.3
CC(=O)CSc1nnc(Cc2ccc([N+](=O)[O-])cc2)o1	-22	-11	-8	-6	3	-28	8	-29	-0.12

Sorted by heavy-atom count (falling): some entries from above
Structure	Plk1 PBD FP	PLK1 kinase inh	HUVEC tox TNFa	sEH inhibitor	E coli WT exp	HUVEC tox IL1B	VCAM1 TNFa inh	cytoskel mod	hDAT+cocaine
COc1ccc(C(C(=O)NC2CCCC2)N(C(=O)c2ccoc2C)c2ccc(C)cc2)cc1 (stereo unspecified)	-14	-11	-5	10	-1	-30	-4	39	0.51
Cc1ccc(N2CCN(C(=O)c3ccccc3NC(=O)/C=C\C(=O)O)CC2)cc1	-27	-14	11	1	7	-29	3	-13	-0.34
CCCN1C2=NS(=O)(=O)CCN2c2ccccc21	-15	4	-27	0	-6	-36	-7	-19	-0.27

(more compounds)
Structure	Plk1 PBD FP	PLK1 kinase inh	HUVEC tox TNFa	sEH inhibitor	E coli WT exp	HUVEC tox IL1B	VCAM1 TNFa inh	cytoskel mod	hDAT+cocaine
Cc1ccc(NC(=O)C2CC(=O)NC(Nc3cccc(C)c3)=N2)cc1 (stereo unspecified)	3	-7	7	-4	0	21	-6	-15	0.27
Cc1ccccc1C(=O)NC1CCN(C(=O)N2CCOCC2)CC1	6	-11	-3	3	nt	4	15	6	-0.29
Cc1ccc(NC(=O)c2c(C(F)(F)F)nn(C)c2SCc2ccc(Cl)cc2)cc1C	8	-8	nt	nt	-10	nt	nt	nt	0.02
O=C(Nc1nc2c(s1)CCCC2)c1cccs1	-6	2	-30	-12	1	-9	1	-60	-0.38
CC(=O)c1cnc(Nc2nc(C)c3ccc(C)cc3n2)nc1C	3	-2	-21	0	6	-10	21	12	0.65
COC(=O)C1=C(C)NC(=O)NC1c1cc(Cl)ccc1OC (stereo unspecified)	-15	-3	16	4	0	-2	31	-7	-1
COc1cc(S(=O)(=O)NC(C)C)ccc1Cl	-12	-35	-15	-5	-2	-8	10	17	-0.41
O=C(O)CCN1C(=O)C2C3C=CC(C3)C2C1=O (stereo unspecified)	26	-13	-7	-9	-6	66	21	-19	0.065

Pulled by structure from above:
Structure	Plk1 PBD FP	PLK1 kinase inh	HUVEC tox TNFa	sEH inhibitor	E coli WT exp	HUVEC tox IL1B	VCAM1 TNFa inh	cytoskel mod	hDAT+cocaine
CCCN1C2=NS(=O)(=O)CCN2c2ccccc21	-15	4	-27	0	-6	-36	-7	-19	-0.27
Cc1ccc(N2CCN(C(=O)c3ccccc3NC(=O)/C=C\C(=O)O)CC2)cc1	-27	-14	11	1	7	-29	3	-13	-0.34
O=C(N/N=C\c1cn(-c2ccccc2)nc1-c1ccccc1)c1ccc2c(c1)OCO2	-31	-9	-13	5	-7	-7	16	13	-0.73
Cc1cc(Nc2ccccc2)n(-c2cccc(Cl)c2)n1	-3	1	-2	5	0	15	3	-13	0.059
COC(=O)C1=C(C)NC(=O)NC1c1cc(Cl)ccc1OC (stereo unspecified)	-15	-3	16	4	0	-2	31	-7	-1

(further entries)
Structure	Plk1 PBD FP	PLK1 kinase inh	HUVEC tox TNFa	sEH inhibitor	E coli WT exp	HUVEC tox IL1B	VCAM1 TNFa inh	cytoskel mod	hDAT+cocaine
CC(C)(C)C(=O)Nc1nc(-c2ccccc2)ns1	-15	-2	-19	10	nt	-86	-6	-1	0.042
CC(C)(C)C1CCc2c(sc3nc(SCC(N)=O)nc(N)c23)C1 (stereo unspecified)	-2	-10	4	6	nt	18	-11	-21	1.4
S=C(Nc1ccc(Cl)c(Cl)c1)NC1CCCCC1	-12	-15	0	52	-2	6	-6	13	-0.45
CCOC(=O)c1cccc(NC(=O)CCc2nc(-c3ccccc3F)no2)c1	-4	-15	-17	-1	-1	-1	-9	19	-1.9
CC(=O)Nc1ccc2nc(SCC(=O)Nc3ccc(N4CCOCC4)c(Cl)c3)sc2c1	-16	-13	-19	44	-6	1	21	-16	-1.2
